LANA DNA inh = blocks KSHV LANA C-terminal domain binding to DNA | MBP-C-LANA/FAM-LBS DNA binding, fluorescence polarization | inhibition, % at 9 µM | 0.078% of 340,000 active | AID 504423;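 active means highest replicate inhibition at or above 60% at 9 µM, even if other replicates fall short; inactive means all replicates below 60% inhibition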;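 further: 0% = neutral control wells and 100% = 4 µM acridine orange control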
Keap1-Nrf2 PPI = disrupts human Keap1 binding to Nrf2 peptide | Keap1 Kelch-Nrf2 peptide fluorescence polarization, 1536-well | AID 504523 | inhibition, % at 9.4 µM | 0.15% of 340,000 active | Q14145; in the data active means inhibition above about 12%; inconclusive means no clear call, values can overlap the other calls; inactive means below about 7.3%;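 further: human Keap1 Kelch domain with fluorescein labeled Nrf2 9mer peptide probe; 0% = neutral control wells and 100% = peptide positive control; higher means more block of Keap1 binding to Nrf2 peptide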
Cardiac RTF inh = cardiac RTF calcium desensitization; 0.12% of 340,000 active; IANBD-labeled cardiac RTF, Ca2+ fluorescence; inhibition, % at 7.15 µM;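 active means inhibition above the mean inhibition of all tested compounds plus 3 SD, cut at about 17% in these data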;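 further: assay run at fixed EC70 calcium of 1.6 mM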
DAGLB inhibitor = diacylglycerol lipase beta (human) inhibition. Q8NCG7. HEK293T DAGLB membrane lysate, EnzChek fluorogenic substrate. inhibition, % at 5.17 µM. 0.059% of 340,000 active; in the data active means inhibition above about 34%;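 further: 0% = enzyme with vehicle and 100% = wells lacking enzyme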
Target sequence (Q8NCG7 whole entry, looked up): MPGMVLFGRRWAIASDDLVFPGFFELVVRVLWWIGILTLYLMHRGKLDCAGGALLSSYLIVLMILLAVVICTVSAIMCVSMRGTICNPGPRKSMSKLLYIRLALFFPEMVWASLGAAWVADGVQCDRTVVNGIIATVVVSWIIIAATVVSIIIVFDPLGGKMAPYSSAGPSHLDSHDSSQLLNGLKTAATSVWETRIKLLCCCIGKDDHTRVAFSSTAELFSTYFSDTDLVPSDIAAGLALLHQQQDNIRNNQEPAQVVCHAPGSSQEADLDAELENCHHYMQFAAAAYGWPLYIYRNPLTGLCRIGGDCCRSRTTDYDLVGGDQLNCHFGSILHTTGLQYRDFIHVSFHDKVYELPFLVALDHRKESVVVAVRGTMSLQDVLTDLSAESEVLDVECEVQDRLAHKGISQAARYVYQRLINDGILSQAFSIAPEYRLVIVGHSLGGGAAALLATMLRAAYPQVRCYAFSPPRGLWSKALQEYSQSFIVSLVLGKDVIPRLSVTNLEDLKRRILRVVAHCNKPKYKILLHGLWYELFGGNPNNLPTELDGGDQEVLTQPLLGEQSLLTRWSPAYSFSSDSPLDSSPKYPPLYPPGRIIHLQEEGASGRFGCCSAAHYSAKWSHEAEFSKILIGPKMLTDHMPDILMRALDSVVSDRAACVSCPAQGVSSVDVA
PKA-R2B activ = activators of human PKA-R2B complex. P22694+P31323. PKA-R2B holoenzyme dissociation, Cy5-IP20 fluorescence polarization; R2B truncated from residue 108, S112A mutant; 0% DMSO only, 100% 113 µM cGMP. activation, % at 11.4 µM. 0.079% of 340,000 active;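 active means activation above a cutoff set at the mean over all compounds plus 3 SD, cut at about 18% in these data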;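 further: higher means more holoenzyme dissociation and a rise in polarization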
Target sequence (P31323 whole entry, looked up, other chains not shown, the tested form may be a part): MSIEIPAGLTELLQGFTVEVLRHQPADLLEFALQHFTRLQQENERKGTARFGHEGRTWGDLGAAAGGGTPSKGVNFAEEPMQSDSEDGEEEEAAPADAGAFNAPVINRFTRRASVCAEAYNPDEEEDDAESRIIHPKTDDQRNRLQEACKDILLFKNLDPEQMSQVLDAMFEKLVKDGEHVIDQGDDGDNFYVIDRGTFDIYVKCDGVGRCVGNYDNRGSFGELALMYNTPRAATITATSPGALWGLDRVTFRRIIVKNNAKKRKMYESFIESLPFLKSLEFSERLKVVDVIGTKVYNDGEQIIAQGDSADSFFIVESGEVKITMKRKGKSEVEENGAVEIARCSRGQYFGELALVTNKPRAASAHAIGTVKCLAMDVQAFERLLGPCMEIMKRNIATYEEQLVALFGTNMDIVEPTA
NSD2 HMT inh = blocks human histone methyltransferase NSD2; 0.54% of 310,000 active; O96028; inhibition, % at 12.5 µM; NSD2 peptide methylation, AlphaScreen, 120 min; in the data active means inhibition above about 50%
Arrestin-AP2 inh = inhibitors of human beta-arrestin and AP2 interaction; FITC-arrestin peptide / GST-AP2 beads, flow cytometry; AP2 beta2 appendage carries R879A mutation; inhibition, % at 10 µM; 0.31% of 340,000 active; AID 504490;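 active means inhibition above a set limit, near 3 SD of compounds lacking own fluorescence, cut at about 54% in these data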;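 further: plate controls were DMSO wells for no effect and 5 µM unlabelled arrestin peptide for full effect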
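Test system: GST-tagged AP2 beta2-adaptin appendage (R879A) on 4 µm glutathione beads; also added: fluorescein-tagged arrestin peptide at 50 nM final; timing: 12 min plus 1 h, RT; signal: flow cytometry, FL1 (488/535 nm); read-out: percent drop in bead-associated FITC signal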
SR-BI HDL uptake = mouse SR-BI HDL lipid transfer inhibition. Q61009. AID 488896. inhibition, % at 12.5 µM. 0.96% of 320,000 active. ldlA[mSR-BI] CHO cells, DiI-HDL uptake fluorescence, 3 h;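 active means mean replicate inhibition of at least 70% and a set share of replicates each scoring 70 or more; inconclusive means meets just one of the two criteria; inactive means fails both criteria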;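 further: 0% = median of neutral control wells and 100% = median of positive control wells; values of inactives mirror those of a sister screen read the other way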
SR-BI uptake up = SR-BI HDL lipid transfer activation | 0.096% of 320,000 active | CHO ldlA[mSR-BI] cells, DiI-HDL uptake fluorescence, 3 h; 100 = double the neutral-control signal | activation, % at 12.5 µM;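 active means mean replicate activation of at least 60% and every replicate at or above 60%; inconclusive means mean or all-replicate condition met, but not both; inactive means mean below 60% and not all replicates reaching 60%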;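 further: 0% = median plate neutral-control signal and 100% = twice that signal; values of inactives mirror those of a sister screen read the other way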
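Material: SR-BI-overexpressing, LDLR-lacking CHO cells; schedule: compound exposure 3 h, 37 °C; reagent: DiI-labelled HDL at 10 µg/mL final; technique: bottom-read fluorescence, 550/595 nm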
PvdQ acylase = blocks Pseudomonas aeruginosa PvdQ acylase activity | inhibition, % at 10 µM | 0.063% of 340,000 active | purified PvdQ acylase, fluorescence plate reader; in the data active means inhibition above about 30%, passing the limit was not always enough; inconclusive means no clear call, values can overlap the other calls;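 further: 0% = vehicle neutral wells and 100% = reference inhibitor wells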
* hit, by the source's call; ? = inconclusive; . = not tested or not shown.

Values run as follows: LANA DNA inh, Keap1-Nrf2 PPI, Cardiac RTF inh, DAGLB inhibitor, PKA-R2B activ, NSD2 HMT inh, Arrestin-AP2 inh, SR-BI HDL uptake, SR-BI uptake up, PvdQ acylase
> CC(C)Cn1c2c(c(O)c(C(=O)Nc3ncccc3O)c1=O)CCCC2
→ 0.7, 1, 2, 3, 7, ., -1, -4, 4, -4
> O=C(N/N=C/c1cc(O)ccc1Br)c1cccnc1
→ -0.5, -2, -8, 3, 0, 1, 8, 77*, -77, -10
> Cc1ccc2occ(/C=N/NC(=O)c3ccccc3O)c(=O)c2c1
→ -0.7, 0, -5, 6, -3, 3, -5, 63, -63, -15
> Cc1cccc(CN2CCN(CC(=O)NCCCN3CCCC3=O)C2=O)c1
→ 5.8, 1, 4, 1, -12, -1, 13, -3, 3, 16
> Cc1cccc(C(=O)N2CCCC(Nc3ccc(F)c(F)c3)C2)n1 (configuration not stated)
→ 1.8, 0, -10, -3, -12, -2, -1, -40, 40, 13
> Cc1ccc2nc(SCc3ccccc3)c(C=O)c(=O)n2c1
→ -2.4, 1, -2, -1, 0, -1, 13, 6, -6, 7
> Cc1cc(N/N=C\c2ccccc2)nc(-c2ccccc2O)n1
→ -2.6, -11, 14, -6, -15, -1, -4, ?, -73, 20
> O=S(=O)(Nc1ccc(-c2nc3cccnc3s2)cc1)c1cccs1
→ -1.5, 1, 0, -1, -1, ., 3, -5, 5, 28
> O=C(Nc1ccc(N2CCCC2)cc1)c1cc([N+](=O)[O-])ccc1N1CCOCC1
→ 0.5, -2, -4, 7, -1, 3, 15, 64, -64, -7
> O=Cc1cn(CC(=O)Nc2ccccc2)c2ccccc12
→ -0.9, -1, -12, -5, -1, -2, -6, 15, -15, -6
> O=C(Nc1nnc(SCC(=O)N2CCCCC2)s1)c1ccccc1F
→ -0.4, -2, 7, 0, 5, 0, 0, -16, 16, -12
> O=C(CSc1ccccc1)NC(=O)NCc1ccccc1
→ 1.4, -3, -1, 1, 9, -2, 20, ., ., 1
> CC(=O)N/C(=C\c1ccccc1)C(=O)OC(C)C(=O)c1ccccc1 (configuration not stated)
→ 0.9, -5, -11, 2, 5, -1, -10, -17, 17, -14
> Cc1ccc(C(=O)N(C)Cc2ccc(N3CCOCC3)cc2)cc1S(=O)(=O)NCc1ccccc1
→ 1.3, 4, 4, -2, -4, 2, 4, 35, -35, -4
> O=C(Nc1ccc(N2CCOCC2)cc1)c1cc2ccccc2o1
→ 1.5, 0, -9, 3, -10, 1, 20, 23, -23, -4
> C=C(C)COc1ccc(-c2n[nH]c(C)c2Oc2ccccc2OC)c(O)c1
→ -2.1, -1, 0, -11, -3, 3, 31, -10, 10, -4
> COC(=O)Cn1cc(C(=O)c2cccs2)c2ccccc21
→ 1.5, 1, 6, 2, -12, -3, -2, 33, -33, -5
> CC(C)Cc1nnc(NS(C)(=O)=O)s1
→ 0.0, 3, -4, -4, -7, 2, 2, -24, 24, -16
> Cc1cccc(NC(=O)C2CCN(C(=O)c3ccccc3C)CC2)n1
→ 0.6, 2, -2, -2, -3, 1, -20, 11, -11, 4
> COc1ccc(OC)c2[nH]c(=O)c(CCNS(=O)(=O)c3ccc(C)cc3)cc12
→ 0.9, 0, 2, -1, 0, 0, 13, 4, -4, 5
> COc1ccc(Br)c(C(=O)N2CCN(S(=O)(=O)/C=C/c3ccccc3)CC2)c1
→ 0.1, -1, 6, -1, 0, 0, 32, -22, 22, 11
> CCCCCn1nnc2c(=O)oc3ccccc3c21
→ -1.1, -5, -4, 0, 6, -1, -11, -9, 9, 9
> COCCn1c(SCC(=O)c2ccc3c(c2)OCCO3)nnc1-c1ccoc1C
→ 0.8, -2, -2, 0, -3, 3, 3, 13, -13, -7
> Cc1cc(Cl)ccc1OCC(=O)Nc1nc(-c2cccs2)cs1
→ -1.6, -2, -7, -11, -4, 0, 19, ., ., -8
> Cc1cccc(C)c1-n1c(=O)n(Cc2ccccc2)c(=O)c2[nH]cnc21
→ -0.9, 4, 2, 3, 5, 3, -3, 9, -9, -9
> COc1ccc(CN2CCN(CC(O)Cn3c4ccccc4c4ccccc43)CC2)cc1 (configuration not stated)
→ -1.7, -3, -19, -1, 0, -1, -4, 45, -45, -7
> Cc1ccc(-c2nn(CC(=O)Nc3cccnc3)c(=O)c3ccccc23)cc1
→ -1.5, 3, -9, 3, 2, 15, 2, -17, 17, -12
> COC(=O)C1CCN(C(=O)C2CCC(=O)N(CCc3cccc(F)c3)C2)CC1 (configuration not stated)
→ -0.7, 5, -6, -2, -8, -2, 8, -12, 12, -3
> CN1CCN(C(=O)C2=C[C@H](c3ccc4c(c3)OCO4)C[C@H](OCCCCO)O2)CC1
→ 1.7, 9, 2, -2, -13, ., 4, -3, 3, -3
> O=C(NCc1ccc(F)cc1)C1CCC(CNS(=O)(=O)c2cccs2)CC1 (configuration not stated)
→ 0.8, -2, 6, -5, 4, -12, 8, 31, -31, 8
> COCCCC1CCN(Cc2nc(-c3ccccc3)no2)CC1
→ 1.3, 1, 3, -1, -3, -1, 9, -12, 12, -15
> CC(=O)c1cc2c(cc1NC(=O)CCc1ccccc1)OCO2
→ -0.4, -2, -13, -13, 3, -1, 6, ., ., -9
> Cc1cc(SCC(=O)c2ccc(Cl)cc2)nc(=O)[nH]1
→ -0.1, -5, -13, 0, -15, 5, -5, 7, -7, -11
> CC(=O)c1cccc(OCC(=O)c2cc(C)n(-c3cc(C)on3)c2C)c1
→ -1.2, -3, 2, 0, -1, 4, 23, 54, -54, -3
> O=C(Nc1ccc([N+](=O)[O-])cc1)Nc1ccc(Cl)cc1F
→ -0.6, 0, 2, -1, -1, 2, 38, 21, -21, 7
> CS(=O)(=O)Nc1ccccc1C(=O)NCC1(N2CCCCC2)CCCCC1
→ -1.2, -8, -4, -1, -2, 3, -1, ., ., -13
> Cc1ccc(NC(=O)CCNS(=O)(=O)c2cccc3nsnc23)cc1F
→ 0.5, 1, -3, -1, -14, 6, 9, ., ., -8
> Cc1ccc(OCc2nc3ccccc3[nH]2)cc1
→ -0.2, 3, 4, -4, -4, 10, 19, 6, -6, 8
> Cc1cc(OCC(=O)NCC(c2cccs2)N2CCOCC2)ccc1C(C)C (configuration not stated)
→ 1.4, 8, -9, -6, -13, 2, 29, -26, 26, -2
> CCOC(=O)N1CCN(C(=O)CN2C(=O)NC(C)(c3ccc4ccccc4c3)C2=O)CC1 (configuration not stated)
→ 2.6, -1, 5, -1, -7, 1, 6, -13, 13, -8
> CCN(CC)CCOC(=O)c1ccc(NC(=O)c2cccc(C)c2[N+](=O)[O-])cc1
→ -0.8, 1, -12, -1, -11, 49, ., 18, -18, 1
> N#Cc1cc(C(=O)c2ccccc2O)cn(-c2ccc(Cl)cc2)c1=O
→ -0.7, -5, ., ., ., -1, 1, 40, -40, -12
> Cc1ccc(C(=O)CCC(=O)OC(C)C(=O)NC2CCCCC2C)cc1 (configuration not stated)
→ 0.3, -3, 0, -6, -3, -3, -2, -10, 10, 8
> N#Cc1ccc(CSc2nnc(-c3ccncc3)n2CCc2ccccc2)cc1
→ 0.3, 1, 7, -1, -7, 8, 12, -40, 40, -4
> NC[C@H](Cc1ccccc1)NCCc1cc(C(F)(F)F)cc(C(F)(F)F)c1
→ 0.5, -4, -7, -19, -18, ., 17, -6, 6, -6
> Cc1ccc(CNC(=O)C2CCCN(S(=O)(=O)c3ccc(-n4cnnn4)cc3)C2)cc1 (configuration not stated)
→ -0.2, 4, -3, 1, 1, -2, -2, -7, 7, -5
> Cc1ccc2c(COC(=O)CNC(=O)c3ccccc3)cc(=O)oc2c1
→ -1.1, -4, 2, 0, -6, 22, -3, -32, 32, -15
> CCOC(=O)N1CCN(CC(=O)Nc2ccc(C)cc2)CC1
→ 0.3, -4, 2, -1, -18, -5, -11, -24, 24, -10
> O=C(NC(Nc1ncc(S(=O)(=O)c2ccc([N+](=O)[O-])cc2)s1)(C(F)(F)F)C(F)(F)F)c1ccc(Cl)cc1
→ -1.9, 0, -25, 14, 4, 2, 5, 4, -4, -4
> Cc1nc(C)c(C(=O)OCC(=O)NCCc2ccc(S(N)(=O)=O)cc2)s1
→ -0.2, -2, -9, -4, -3, 0, 6, -12, 12, -2
> CCN(CC)C(=O)CCCSc1nnc(Nc2ccccc2F)s1
→ -0.8, -5, 8, -1, -8, -3, 4, 5, -5, -13
> Cc1nn2c(=O)c(NC(=O)c3ccc(F)cc3)cnc2s1
→ -2.0, 0, -12, 1, -4, -3, 22, 3, -3, -6
> CCCN1CCN(C(=O)c2oc3c(Cl)cccc3c2C)CC1
→ -0.7, -3, -12, -5, -9, 6, 4, ., ., -13
> CC(=O)N1CCC2(CC1)C(C#N)=C(N)Oc1n[nH]c(C(F)(F)F)c12
→ -0.1, -7, 5, 0, -5, 1, -1, ., ., -15
> O=C(O)c1ccc(Nc2cccc(F)c2)c([N+](=O)[O-])c1
→ 0.8, -6, 0, 3, 1, 0, 12, -12, 12, 7

3 structures already listed, arranged by formula weight, rising.
Values run as follows: LANA DNA inh, Keap1-Nrf2 PPI, Cardiac RTF inh, DAGLB inhibitor, PKA-R2B activ, NSD2 HMT inh, Arrestin-AP2 inh, SR-BI HDL uptake, SR-BI uptake up, PvdQ acylase
> CC(=O)c1cc2c(cc1NC(=O)CCc1ccccc1)OCO2
→ -0.4, -2, -13, -13, 3, -1, 6, ., ., -9
> N#Cc1cc(C(=O)c2ccccc2O)cn(-c2ccc(Cl)cc2)c1=O
→ -0.7, -5, ., ., ., -1, 1, 40, -40, -12
> Cc1cc(OCC(=O)NCC(c2cccs2)N2CCOCC2)ccc1C(C)C (configuration not stated)
→ 1.4, 8, -9, -6, -13, 2, 29, -26, 26, -2

Entries of single compounds, looked up by structure. Order of values: LANA DNA inh	Keap1-Nrf2 PPI	Cardiac RTF inh	DAGLB inhibitor	PKA-R2B activ	NSD2 HMT inh	Arrestin-AP2 inh	SR-BI HDL uptake	SR-BI uptake up	PvdQ acylase
Cc1ccc(NC(=O)CCNS(=O)(=O)c2cccc3nsnc23)cc1F as listed: 0.5	1	-3	-1	-14	6	9	.	.	-8
Cc1ccc(C(=O)CCC(=O)OC(C)C(=O)NC2CCCCC2C)cc1 (configuration not stated) as listed: 0.3	-3	0	-6	-3	-3	-2	-10	10	8
Cc1ccc2c(COC(=O)CNC(=O)c3ccccc3)cc(=O)oc2c1 as listed: -1.1	-4	2	0	-6	22	-3	-32	32	-15
CCN(CC)CCOC(=O)c1ccc(NC(=O)c2cccc(C)c2[N+](=O)[O-])cc1 as listed: -0.8	1	-12	-1	-11	49	.	18	-18	1
Cc1ccc(OCc2nc3ccccc3[nH]2)cc1 as listed: -0.2	3	4	-4	-4	10	19	6	-6	8

Compound activity from PubChem BioAssay.
